UTI89 phage lysis: protection from phage-mediated lysis, alamar blue read-out – E. coli UTI89, K1F phage, bacterial capsule biogenesis inhibitors (AID 488966). 0.02% of 340,000 active. E. coli UTI89 K1F phage lysis, alamar blue, 2 h; higher % means a stronger effect. inhibition, % at 100 µM, or IC50 in µM where a hit was titrated;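 active means phage lysis inhibition, versus mean bacterial control, above a set limit; inconclusive means no clear call, values can overlap the other calls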;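 further: capsule biogenesis inhibitors block K1F phage lysis so surviving cells raise fluorescence; higher fluorescence means more inhibition of phage lysis; actives were called in the ten point dose series up to 300 µM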
GPR55 antagonists: GPR55 antagonists blocking LPI-driven arrestin recruitment, primary screen, imaging, U2OS, beta-arrestin-GFP, LPI agonist (AID 2013); U2OS GPR55 beta-arrestin-GFP translocation imaging, LPI antagonism; higher % means a stronger effect; one-dose inhibition, % at 10 µM; IC50 in µM for titrated hits; 0.13% of 290,000 active;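 active means spots per cell inhibited over 60%, with over 100 cells counted and total cytoplasm intensity under 500,000; inconclusive means wells with under 100 cells, flagged as likely toxic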;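 further: U2OS cells stably carrying GPR55 and arrestin-GFP stimulated by 5 µM LPI near EC80; imaged beta-arrestin-GFP aggregate spots per cell after agonist stimulation; plate controls were LPI-stimulated DMSO wells for no effect and DMSO wells without LPI for full effect; some results filed as inactive read as strong as hits; confirmed hits need IC50 under 10 µM and bright autofluorescent wells are also inconclusive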
AID2073: disruptors of CaV2.2 binding to Mint1 – biochemical, HTRF (AID 2073) | HTRF protein-protein interaction, Mint1-CaV2.2; higher % means a stronger effect | inhibition, % at 20 µM; hits with a dose series show IC50 in µM | 0.19% of 290,000 active; in the data active means inhibition mostly above about 51%, no sharp cut-off; inconclusive means no clear call, values can overlap the other calls; inactive means mostly below about 53%; further: some results filed as inactive read as strong as hits
SIAH1 antagonists: Siah-1 peptide-binding antagonists, primary screen, biochemical, fluorescence polarization, rhodamine-plectin, uHTS (AID 1817); Siah-1 / rhodamine-plectin peptide fluorescence polarization; higher % means a stronger effect; one-dose displacement, % at 20 µM; IC50 in µM for titrated hits; 0.02% of 290,000 active;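 active means displacement of at least 50% at 20 µM, with a fluorescence ratio check between 0.3 and a set limit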;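 further: plate controls were Siah plus tracer with DMSO for no effect and tracer alone without Siah for full effect; strong numbers were not always called active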
Dengue-2 NS5 capping: Dengue-2 NS5 methyltransferase inhibitors, primary screen, biochemical, confirmation dose response (AID 588689); 0.3% of 340,000 active; Dengue-2 NS5 methyltransferase capping enzyme assay, biochemical; higher % means a stronger effect; inhibition, % at 25 µM; hits with a dose series show IC50 in µM; in the data active means a potency from the dose series; inconclusive means inhibition above about 29% without an active follow-up result
GPR35 antagonists: GPR35 antagonists blocking zaprinast-driven arrestin recruitment, primary screen, imaging, U2OS, beta-arrestin-GFP, zaprinast agonist (AID 2058) | 0.052% of 290,000 active | inhibition, % at 10 µM; hits with a dose series show IC50 in µM | U2OS GPR35 beta-arrestin-GFP translocation imaging, zaprinast antagonism; higher % means a stronger effect;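 active means inhibition of at least 50% with at least 30 cells and total cytoplasm GFP at most 10,000,000; inconclusive means under 30 cells or total GFP of 10,000,000 plus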
GPR55 beta-arrestin: GPR55 agonists via beta-arrestin recruitment, primary screen, imaging, U2OS cells, beta-arrestin-GFP redistribution (AID 1961); activation, % at 10 µM, or EC50 in µM where a hit was titrated; 0.048% of 290,000 active; U2OS GPR55 beta-arrestin-GFP redistribution imaging; higher % means a stronger effect;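 active means activation above 40% with more than 50 cells counted in the well; inconclusive means wells holding fewer than 50 cells, flagged as toxic or sparse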;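 further: U2OS osteosarcoma cells stably expressing GPR55 and beta-arrestin-GFP; plate controls were DMSO negative control for no effect and LPI positive control for full effect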
HIV peptide binding: cell-free HIV fusion peptide-binding blockers – biochemical, uHTS, fluorescence dequenching, primary screen (AID 1986); cell-free peptide binding, fluorescence dequenching, 30 min; higher % means a stronger effect; inhibition, % at 20 µM, or IC50 in µM where a hit was titrated; 0.3% of 290,000 active; in the data active means inhibition mostly above about 52%, no sharp cut-off; inactive means mostly below about 76%; further: some results filed as inactive read as strong as hits
NTR1 agonist: agonists of NTR1, primary screen, imaging, U2OS cells, beta-arrestin-GFP, high content (AID 493036). P30989. NTR1-U2OS beta-arrestin-GFP spot imaging, agonist mode. 0.17% of 330,000 active. activation, % at 20 µM;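 active means activation at or above 40% of the spot to cytoplasm intensity ratio, with at least 20 cells analyzed; inconclusive means wells under 20 cells, flagged as cytotoxic or low count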;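 further: 0% = DMSO without peptide and 100% = 100 nM NTR1 peptide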
Target sequence (P30989 whole entry, looked up): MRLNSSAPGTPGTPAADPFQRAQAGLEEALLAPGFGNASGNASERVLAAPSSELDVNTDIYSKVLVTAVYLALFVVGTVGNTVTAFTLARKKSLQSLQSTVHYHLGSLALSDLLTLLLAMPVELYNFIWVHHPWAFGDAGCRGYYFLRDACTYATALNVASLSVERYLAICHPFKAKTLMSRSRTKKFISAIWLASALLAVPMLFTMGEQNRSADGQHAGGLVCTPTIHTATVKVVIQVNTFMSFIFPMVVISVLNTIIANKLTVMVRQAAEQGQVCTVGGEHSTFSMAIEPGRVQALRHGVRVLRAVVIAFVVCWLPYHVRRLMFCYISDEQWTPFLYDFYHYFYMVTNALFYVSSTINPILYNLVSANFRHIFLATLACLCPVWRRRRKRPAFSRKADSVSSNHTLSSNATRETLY
NTR1 agonist cell count 20 µM: also measured in NTR1 agonist; calls as there; cell count; measured here: cell count, cytotoxicity flag
Dengue-2 NS5 capping pilot replicate: further read-out of Dengue-2 NS5 capping, marked with its call; inhibition, %; measured here: pilot screen replicate inhibition
Active calls of the source: *; ? = inconclusive; nt = no result given; [ ] = dose if it differs, or a comment.

SMILES	UTI89 phage lysis	GPR55 antagonists	AID2073	SIAH1 antagonists	Dengue-2 NS5 capping	GPR35 antagonists	GPR55 beta-arrestin	HIV peptide binding	NTR1 agonist	NTR1 agonist cell count 20 µM	others
O=C(N/N=C/c1ccccn1)c1cccc(NC(=O)c2ccc(Cl)cc2)c1	0.0%	1%	-6%	-2%	-12%	0%	-0.2%	2.1%	2.8	56
O=C(C1CC(=O)N(c2ccccc2)C1)N1CCN(c2ccccc2)CC1 (configuration not stated)	0.9%[50 µM]	2%	8%	2%	4%	2%	-0.1%	-1.0%	0.9	56
CC(C)CCNC(=O)C1CCN(C(=O)N(C)C)CC1	3.4%	9%	45%	4%	-2%	-8%	0.1%	-0.7%	2.5	54
O=C(N/N=C/c1cccc(OCC(=O)N2CCCC2)c1)C(=O)Nc1ccccc1F	2.0%[50 µM]	-6%	-1%	9%	0%	0%	-0.3%	0.6%	2.6	76
O=C1C(=O)c2ccc(-c3ccccc3)cc2-c2ccccc21	0.9%	-6%	16%	50%	-10%	-13%	0.2%	-2.4%	14	78	Dengue-2 NS5 capping pilot replicate=8.2
O=[N+]([O-])/C(C(Cl)=C(Cl)Cl)=C(/Sc1ccccc1)N1CCCCC1	0.2%	-7%	-18%	4%	-1%	2%	3.0%	0.8%	3.0	48
Cc1ccnc2nc(C(=O)OCCOc3ccccc3)nn12	2.4%	16%	10%	2%	-1%	8%	0.9%	-1.5%	0.6	61
O=[N+]([O-])c1ccc(N2N=C(c3ccccc3)CC2c2ccccc2O)cc1 (configuration not stated)	0.3%[50 µM]	10%	19%	-1%	-46%	33%	-0.2%	39%	0.1	79
C=CCn1c(SCC(=O)c2ccc(OC)cc2)nnc1-c1ccc2c(c1)OCO2	-0.1%	8%	-11%	7%	4%	4%	0.1%	-2.3%	-0.1	84
CCN(CC)S(=O)(=O)c1ccc(S(=O)(=O)N(Cc2ccccn2)Cc2ccco2)cc1	0.4%	5%	-4%	1%	0%	6%	-0.2%	-0.4%	0.5	60
O=C1CSc2ccc(C(=O)NCC(c3ccco3)N3CCCCC3)cc2N1 (configuration not stated)	0.2%	11%	4%	-7%	6%	-21%	1.0%	0.7%	0.3	30
CCOC(=O)c1c(NC(NC(C)=O)C(Cl)(Cl)Cl)sc2c1CCCC2 (configuration not stated)	-3.0%	52%	-39%	-5%	-3%	-2%	-0.1%	-1.2%	14	57
CN1CCN(C(c2cc3cc4c(cc3[nH]c2=O)OCCO4)c2nnnn2C2CCCC2)CC1 (configuration not stated)	nt	-12%	4%	-3%	nt	-4%	-0.4%	-0.1%	-0.6	37
Cn1nc(C(F)(F)F)c(CO)c1Sc1ccc(F)cc1	-1.7%	-2%	-7%	4%	-10%	10%	-0.1%	1.0%	0.0	83
OCCC#Cc1c(-c2ccsc2)sc2ccccc12	5.3%	-4%	16%	0%	2%	-1%	-0.1%	-0.4%	-0.1	79
CC(C)CNC(=S)N1CCC(NC(=O)C23CC4CC(CC(C4)C2)C3)CC1	0.1%	-3%	-15%	5%	2%	-9%	-0.3%	0.6%	0.0	84
COc1ccc(C(=O)N[C@H]2COC(C)(C)O[C@H]2c2ccccc2)cc1	1.7%	-17%	0%	-3%	1%	-12%	0.0%	0.8%	0.6	48
COc1ccc(N2CCN(S(=O)(=O)c3c(C)nc4sccn4c3=O)CC2)cc1	5.8%	-7%	1%	-3%	-4%	-9%	-0.1%	-1.4%	1.1	60
O=C(COC(=O)C1=COCCO1)NCc1ccc(F)cc1	0.2%	22%	10%	3%	2%	13%	-0.1%	-1.1%	-0.2	71
Cc1ccnc(N(C(=O)Nc2ccccc2)C2=NCC(C)(C)S2)c1	nt	11%	21%	4%	nt	-6%	-0.1%	1.4%	-0.5	66
O=C(Cc1ccccc1)NC(NC(=O)Cc1ccccc1)c1cccc([N+](=O)[O-])c1	0.1%	6%	-4%	-3%	6%	-2%	-0.1%	1.4%	2.4	74
Cc1cccc(CSCCNC(=O)CN(c2cc(C)cc(C)c2)S(C)(=O)=O)c1	-0.1%	10%	3%	3%	-2%	-9%	0.2%	0.0%	1.1	66
COc1ccc(NC(=S)Nc2ccccc2)c(OC)c1	0.0%	15%	9%	8%	-8%	-13%	-0.3%	-0.6%	0.6	29
CC(=O)c1sc(NC(=O)COc2c(C)cc(Cl)cc2C)nc1C	nt	2%	28%	1%	nt	2%	0.9%	2.0%	2.8	51
COc1ccc(C2C3=C(CC(C)(C)CC3=O)N(CC(=O)O)C3=C2C(=O)CC(C)(C)C3)cc1OC	0.1%	4%	20%	-8%	-1%	8%	0.9%	0.2%	0.1	59
O=C(CN1CCC(C(=O)c2ccc3c(c2)OCCO3)CC1)Nc1ccccc1F	2.2%	-6%	1%	-1%	-14%	0%	0.2%	-0.9%	2.0	34
COc1cccc(C(C(=O)NC2CCCC2)N(C(=O)c2ccco2)c2ccc(NC(C)=O)cc2)c1OC (configuration not stated)	-0.4%	-2%	6%	-3%	-12%	3%	0.0%	-0.5%	0.6	45
c1cncc(CSc2nnc3ccc(-c4ccco4)nn23)c1	0.1%	-4%	26%	-1%	-2%	4%	-0.3%	0.1%	2.0	69
CCCCCc1c(C)nc(NCc2ccccc2)[nH]c1=O	-0.6%	-2%	-1%	-3%	-3%	12%	0.3%	-0.3%	1.7	68
COc1ccccc1CN1CC(C(=O)NCCc2ccc(C)o2)CCC1=O (configuration not stated)	0.6%	6%	24%	5%	-12%	-5%	-0.2%	1.9%	1.2	65
CCCn1c(SCc2cc(=O)oc3ccc4ccccc4c23)n[nH]c1=O	-0.9%	-5%	43%	0%	-5%	-8%	-0.2%	3.2%	-0.1	101
NC(=NC(=O)c1ccccc1)N1CCOCC1	0.2%	5%	-7%	6%	3%	-18%	0.4%	-1.3%	0.3	46
Cc1ccccc1C(=O)Nc1cccc(N)c1	-1.4%	0%	-8%	0%	-1%	-2%	-0.1%	-1.7%	-0.9	50
O=C1CN(C(=O)c2ccc(Br)o2)C(c2ccccc2)c2cc(Cl)ccc2N1 (configuration not stated)	0.6%	-15%	-3%	0%	-3%	-6%	-0.1%	-0.2%	4.4	86
COc1cnn(-c2ccccc2)c(=O)c1N(C)C	-1.7%	15%	4%	-4%	-10%	10%	-0.1%	1.2%	-1.6	46
O=C1CSC(=Nc2ccccc2)N1Cc1ccccc1	0.0%	-8%	?	-2%	-3%	0%	-0.3%	1.0%	-0.6	92
CCC(C)C(=O)Nc1nnc(SCC(=O)NC2CCCCC2)s1 (configuration not stated)	0.5%	5%	-1%	1%	6%	8%	-0.1%	1.0%	0.1	41
Cc1nnc(SCC(=O)N(C)Cc2ccccc2)[nH]c1=O	-0.6%	8%	16%	4%	-5%	18%	-0.2%	-2.9%	1.0	52
COc1ccc(OCC(=O)O/N=C(\N)Cc2cccs2)cc1	-2.6%	3%	0%	0%	-2%	2%	0.2%	2.8%	1.6	47
CCCN(CCC)S(=O)(=O)c1ccc(C(=O)Nc2nnc(-c3cccc(OC)c3)o2)cc1	2.2%	5%	2%	-2%	1%	-5%	0.1%	7.1%	0.8	64
COc1ccc(N2CCN(CCCNS(=O)(=O)c3c(C)noc3/C=C/N(C)C)CC2)cc1	nt	11%	4%	-4%	nt	4%	0.7%	0.3%	-1.2	65
Cc1nn(CCO)c2ncc(C(=O)c3cc(Cl)ccc3O)cc12	0.4%	-8%	13%	0%	-5%	9%	-0.3%	-0.1%	0.2	55
CN=C(Nc1cc(Cl)ccc1Cl)SC1CC(=O)N(c2ccc(C(=O)OC)cc2)C1=O (configuration not stated)	0.1%	4%	5%	4%	1%	17%	0.0%	-1.7%	16	52
CC1CCCN(C(=O)C2CCN(c3ncnc4c3nc3n4CCCCC3)CC2)C1 (configuration not stated)	-0.3%	-3%	3%	2%	-1%	-20%	-0.4%	1.2%	2.4	64
O=C(Oc1cccc2c(O)cccc12)c1ccccc1	-1.3%	19%	-10%	5%	8%	6%	0.0%	0.0%	13	58
CCn1cc(S(=O)(=O)Nc2cccnc2)cn1	2.0%[50 µM]	4%	13%	15%	6%	-7%	0.2%	2.3%	-0.9	49
COCCCN1CN(S(=O)(=O)c2ccc(Cl)cc2)c2nc3ccccc3nc21	-0.2%	-2%	1%	1%	15%	9%	-0.2%	2.3%	2.1	36
Cc1cc(OCC(=O)N2CCOCC2)ccc1NC(=O)C1CCCCC1	-0.2%	6%	-3%	1%	-13%	14%	-0.1%	1.9%	2.1	66
CC(Cl)c1cc(-c2ncc(C(F)(F)F)cc2Cl)no1 (configuration not stated)	0.0%	8%	5%	0%	-16%	9%	0.5%	-1.1%	0.3	78
COc1ccc(Cl)cc1S(=O)(=O)N1CCC(C(=O)N2CCOCC2)CC1	0.1%[50 µM]	1%	?	4%	5%	-10%	-0.1%	0.4%	1.5	61
C(=C\c1ccccc1)/CSc1nnc(-c2cccnc2)n1Cc1ccco1	0.1%	27%	0%	-4%	-8%	3%	-0.2%	0.7%	0.3	73	Dengue-2 NS5 capping pilot replicate=-9.7
O=C(CN1CCC(n2nnc3cc(F)ccc32)CC1)NCc1ccco1	0.4%	1%	2%	-7%	5%	9%	-0.1%	-2.1%	-2.1	96
CCc1cc(C(c2ccncc2)N2CCN(C)CC2)c(NC(=O)c2ccccc2)s1 (configuration not stated)	0.1%[50 µM]	0%	-7%	-4%	-3%	4%	-0.1%	-0.7%	20	41
CC1(C)C2CC=C(/C=N/NC(=O)C(N)=O)C1C2 (configuration not stated)	1.1%[50 µM]	-1%	-11%	-3%	-2%	4%	0.2%	-1.1%	0.5	69
Cc1cccc(NC2SC(=O)NC2=O)c1 (configuration not stated)	2.9%	-6%	3%	6%	2%	6%	-0.4%	0.9%	0.0	45
Cc1cc(Cl)c(S(=O)(=O)NCc2cccnc2)cc1OCC(N)=O	0.3%	-1%	1%	4%	-7%	-6%	0.0%	-0.7%	1.0	44

Screens deposited in PubChem by several laboratories.
